From PubChem
PKA-R2B act – PKA-R2B complex activation. P22694+P31323. PKA-R2B holoenzyme dissociation, Cy5-IP20 fluorescence polarization; R2B truncated from residue 108, S112A mutant; 0% DMSO only, 100% 113 µM cGMP. activation, % at 11.4 µM. 340,000 tested, 0.079% active. AID 504700;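 active = activation above a cutoff set at the mean over all compounds plus 3 SD, cut at about 18% in these data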;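 note: higher means more holoenzyme dissociation and a rise in polarization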
Pemphigus Ab inh – blocks pemphigus antibody binding to human desmoglein-3; AID 588358; DSG3-coupled beads, scFv-anti-DSG3-GFP binding, flow cytometry; stronger effect = lower value; P32926; 310,000 tested, 0.48% active; binding (percent of control), % at 10 µM;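 active = binding more than 3 SD below its plate's average and above zero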;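 note: hits lower antibody fragment binding to DSG3; some compounds called inactive have numbers as strong as hits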
DAGLB inh – blocks human DAGLB lipase activity; Q8NCG7; HEK293T DAGLB membrane lysate, EnzChek fluorogenic substrate; inhibition, % at 5.17 µM; 340,000 tested, 0.059% active; AID 504411; in the data active = inhibition above about 34%;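 note: 0% = enzyme with vehicle and 100% = wells lacking enzyme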
V-ATPase pH – yeast V-ATPase proton transport regulation by pHLuorin | S. cerevisiae, pHLuorin cytosolic pH fluorescence | 350,000 tested, 0.37% active | response, % at 10 µM; in the data active = response mostly above about 7.3%, no sharp cut-off; inactive = mostly below about 5.4%; note: actives read high; inactives centre near 0; some compounds called inactive have numbers as strong as hits; reference of the scale not given here
HTR5A inv ag – HTR5A inverse agonism, opioid heterodimer counter-screen | HTR5A cell line, luminescence | inhibition, % at 9.3 µM | 340,000 tested, 0.083% active | AID 504634; in the data active = inhibition mostly above about 23%, no sharp cut-off; inactive = mostly below about 18%;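 note: 0% = cells with DMSO and 100% = no-cell wells with DMSO; some compounds called inactive have numbers as strong as hits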
MOR-DOR ag – OPRM1-OPRD1 heterodimerization agonism; P35372+P41143; cells, luminescence; activation, % at 9.3 µM; 340,000 tested, 0.3% active; AID 504326; in the data active = activation above about 18%;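 note: 0% = vehicle-treated cells and 100% = reference agonist; values of inactives mirror those of a sister screen read the other way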
Target sequence (P35372 whole entry, looked up): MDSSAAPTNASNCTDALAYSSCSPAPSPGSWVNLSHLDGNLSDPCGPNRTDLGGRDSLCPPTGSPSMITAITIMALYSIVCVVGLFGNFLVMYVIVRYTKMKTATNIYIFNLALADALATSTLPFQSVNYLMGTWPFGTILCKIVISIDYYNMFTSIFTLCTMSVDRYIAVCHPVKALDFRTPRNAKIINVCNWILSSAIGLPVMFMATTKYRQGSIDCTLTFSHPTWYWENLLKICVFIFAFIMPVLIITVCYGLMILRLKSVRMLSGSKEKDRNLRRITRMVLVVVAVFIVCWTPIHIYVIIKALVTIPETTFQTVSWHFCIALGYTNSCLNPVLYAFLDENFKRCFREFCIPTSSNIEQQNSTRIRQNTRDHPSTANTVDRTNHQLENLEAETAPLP
Target sequence (P41143 whole entry, looked up): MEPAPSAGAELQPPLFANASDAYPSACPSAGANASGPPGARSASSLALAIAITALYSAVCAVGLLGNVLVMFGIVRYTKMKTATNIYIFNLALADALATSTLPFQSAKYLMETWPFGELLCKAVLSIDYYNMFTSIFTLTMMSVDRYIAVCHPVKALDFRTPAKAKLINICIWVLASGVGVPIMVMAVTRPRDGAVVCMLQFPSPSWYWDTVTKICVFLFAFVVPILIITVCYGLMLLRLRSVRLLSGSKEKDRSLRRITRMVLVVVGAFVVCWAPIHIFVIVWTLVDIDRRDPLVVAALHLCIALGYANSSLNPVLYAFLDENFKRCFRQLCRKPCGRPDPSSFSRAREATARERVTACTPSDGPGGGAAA
PKA-R1A act – activators of PKA-R1A complex. P00514+P68181. PKA-R1A dissociation, Cy5-IP20 fluorescence polarization; scaled: DMSO 0%, 113 µM cGMP 100%. activation, % at 11.4 µM. 340,000 tested, 0.083% active;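 active = percent activation above the mean of all tested compounds plus 3 SD, cut at about 19% in these data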;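 note: higher means more PKAc released from R1A so a rise in polarization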
Arrestin-AP2 inh – blocks beta-arrestin peptide binding to AP2 adaptin; FITC-arrestin peptide / GST-AP2 beads, flow cytometry; AP2 beta2 appendage carries R879A mutation; inhibition, % at 10 µM; 340,000 tested, 0.31% active; AID 504490;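 active = inhibition above a set limit, near 3 SD of compounds lacking own fluorescence, cut at about 54% in these data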;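 note: plate controls were DMSO wells for no effect and 5 µM unlabelled arrestin peptide for full effect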
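System: GST-AP2 R879A glutathione beads. Medium: PBS with 0.05% Tween 20 and 0.1% BSA. Also added: FITC-arrestin peptide, 50 nM. Incubation: 12 min plus 1 h, RT. Measured by: high-throughput flow cytometry of beads, ex 488, em 535 nm. Evaluation: percent drop in bead-associated FITC signal.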
MOR-DOR inv ag – inverse agonist of human OPRM1-OPRD1 heterodimerization. cell-based MOR-DOR heterodimer luminescence, inverse agonism. 340,000 tested, 0.21% active. inhibition, % at 9.3 µM; in the data active = inhibition above about 22%, passing the limit was not always enough;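 note: 0% = cells with DMSO and 100% = wells without cells with DMSO; values of inactives mirror those of a sister screen read the other way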
HTR5A ag ctr – activates human HTR5A in OPRM1-OPRD1 agonist counter-screen. P47898. HTR5A agonist assay, luminescence, cell-based. activation, % at 9.3 µM. 340,000 tested, 0.61% active. AID 504692; in the data active = activation mostly above about 9.5%, no sharp cut-off; inactive = mostly below about 7.6%;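 note: 0% = cells with vehicle only and 100% = reference agonist; strong numbers were not always called active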
Numbers without * were called inactive; nt = not tested or not shown.

Under each structure – MOR-DOR ag, PKA-R2B act, HTR5A ag ctr, HTR5A inv ag, MOR-DOR inv ag, Pemphigus Ab inh, PKA-R1A act, DAGLB inh, V-ATPase pH, Arrestin-AP2 inh
1	COc1ccc([N+](=O)[O-])cc1NC(=O)CSCc1cc(C)cc(C)c1
 : 2.4, -5, -1, -12, -17, 104, 0, -9, -1, 1
2	COc1cc2c(c(OC)c1OC)-c1ccc(NC(=O)c3ccccc3)c(=O)cc1[C@@H](NC(C)=O)CC2
 : -2.4, -1, 3, -11, 13, 101, 3, -2, 0, -15
3	COc1ccccc1C(=O)NC(C)c1cccc2ccccc12 (configuration not stated)
 : -0.8, -6, 1, -1, 4, 98, -4, -5, 3, -9
4	O=C(O)c1c(F)c(F)c(F)c(F)c1-c1ccc(Cl)cc1
 : -0.9, 0, 6, -5, 5, 107, 1, -2, -1, 10
5	COC(=O)c1sc(NC(=O)c2ccc(C)o2)nc1C
 : -0.9, -12, 6, -10, 4, nt, -1, 0, 0, 4
6	CN(C)S(=O)(=O)Oc1ccccc1C(=O)Nc1ccc(F)cc1
 : 3.0, -6, 3, -10, -22, 89, 3, 1, 2, -4
7	CSc1ccccc1NC(=O)COc1ccc(Cl)cc1C
 : 1.1, -10, 2, 8, -5, nt, -11, -29, 1, -4
8	Cc1cccc(C(=O)NC(=S)NNC(=O)c2ccc(Cl)cc2)c1
 : -4.8, -12, -2, 11, 24, 92, -14, 7, -4, 0
9	CC1CC(C)CN(C(=O)Cc2c(C(=O)O)[nH]c3ccc(Cl)cc23)C1 (configuration not stated)
 : -2.6, -1, 4, -3, 13, 95, 2, 4, -3, 13
10	Clc1ncnc2scc(C3COc4ccccc4O3)c12 (configuration not stated)
 : -0.3, 12, 2, 8, 1, nt, -10, -3, 3, -2
11	NC(=O)c1ccsc1NC(=O)COC(=O)c1ccc([N+](=O)[O-])o1
 : 0.6, -7, 0, -7, -2, 101, -13, -4, -5, 4
12	O=C(CNCCc1ccccc1)Nc1ccc(C(=O)N2CCCCC2)cc1
 : -0.6, 1, 1, 5, 4, nt, 1, 1, 1, 7
13	O=C1OC(c2cccc3c(F)cccc23)c2ccccc21 (configuration not stated)
 : nt, 1, nt, nt, nt, 96, -5, -9, nt, nt
14	COc1ccc(Cc2nnc(Nc3ccc4c(c3)OCCO4)[nH]c2=O)cc1
 : -2.3, 0, -2, 5, 12, 100, -5, 1, -1, -1
15	COc1cc(C(=O)NCC(=O)N2CC=C(c3ccccc3)CC2)cc(OC)c1OC
 : -2.4, 6, -1, -4, 13, 92, 3, 0, -2, -15
16	O=c1ccc(Br)c[nH]1
 : -1.2, -6, 1, 14, 6, 104, -2, -1, -3, 2
17	Cc1cc(NS(=O)(=O)c2ccc(NC(=O)COc3ccc(Cl)cc3)cc2)no1
 : -2.5, 9, 2, -11, 14, 99, -1, 3, 4, -13
18	COCCCN(C(=O)Nc1cccc(Cl)c1)C(C)c1ccccn1 (configuration not stated)
 : -4.7, -5, 0, 0, 21, 104, -11, 0, -1, 7
19	O=C(CCc1ccccc1)Nc1ccc(N2CCOCC2)cc1
 : 4.5, 7, 11, -28, -28, 103, -2, 0, 3, 0
20	CN(C(=O)c1ccccc1C(=O)OCC(=O)c1ccc(F)cc1)c1ccccc1
 : 0.6, 2, 12, -29, -2, 91, 8, -3, -1, 15
21	CCn1cc(C(=O)NCCCN2CCCC(C)C2)c(=O)c2cc(S(=O)(=O)N3CCOCC3)ccc21 (configuration not stated)
 : -1.6, -5, 7, 9, 8, 114, -1, -1, 4, 0
22	COC(=O)c1ccc(OCC(O)CN2CCc3cc(OC)c(OC)cc3C2c2ccccc2)cc1 (configuration not stated)
 : 0.4, -8, 3, -7, -2, nt, -2, -2, 1, 6
23	O=C(Cc1ncc(C(F)(F)F)cc1Cl)Nc1cccc(Br)c1
 : 0.7, -9, -3, 9, -4, 101, -3, -4, -2, 19
24	O=C(NN=C1CCCCCC1)c1ccc(Br)o1
 : -1.5, -2, 0, -9, 7, 85, 5, -2, -2, 24
25	COc1ccc(NC(=O)CN(C)C(=O)c2ccccc2Sc2ncnc3sc(C)c(C)c23)cc1
 : -1.5, -3, 2, -5, 8, 125, -14, -4, -4, 1
26	CCc1nn(CC(=O)Nc2cc(C)ccc2C)c(=N)s1
 : -2.1, -11, -6, 2, 10, 116, 2, -1, 3, 9
27	O=C(OCc1c(-c2ccccc2)ncc2ccccc12)c1ccc(F)cc1
 : 8.6, 0, 0, 1, -47, 101, -13, -8, 0, -4
28	O=C(NCCCN1CCOCC1)c1cc(S(=O)(=O)N2CCOCC2)ccc1Cl
 : -2.8, 9, 7, -26, 15, 88, 5, 2, -3, 6
29	COc1ccc(C(=O)NCCS(=O)(=O)NCC2CCCO2)cc1 (configuration not stated)
 : -0.3, -2, 3, -9, 2, 101, 11, -1, -3, 26
30	O=C1C(Cl)=C(N2CCN(Cc3ccccc3)CC2)C(=O)N1c1ccccc1
 : 1.0, -2, 2, -5, -6, 96, -1, -1, 4, -1

Additional results follow.
Under each structure – MOR-DOR ag, PKA-R2B act, HTR5A ag ctr, HTR5A inv ag, MOR-DOR inv ag, Pemphigus Ab inh, PKA-R1A act, DAGLB inh, V-ATPase pH, Arrestin-AP2 inh
31	O=C(Nc1ccc2c(c1)OC1(CCCC1)O2)C1CC1
 : -0.2, -9, -5, -10, 1, 105, -5, 2, -1, -6
32	COCCCNC(=O)CSc1nc2ccccc2c(=O)n1CCC(=O)NCCc1ccc(OC)c(OC)c1
 : -2.3, -8, -1, 2, 11, 114, -1, 0, 1, -3
33	COCc1[nH][nH]c(=O)c1C=Nc1ccc(F)cc1F
 : -3.4, -6, -3, -11, 17, nt, 2, 0, 3, 4
34	CC(=O)CC1OC(=O)C(Br)=C1NCc1ccccc1 (configuration not stated)
 : -0.4, -15, 1, 12, 3, 118, -7, 2, 2, 2
35	CCOc1cc(NCc2ccccc2)c2ncn(C(C)C)c2c1
 : 5.0, -23, 2, -33, -28, 104, -1, 1, 0, -4
36	Cn1nnnc1SCC(=O)Nc1cc(C(=O)O)cc(C(=O)O)c1
 : 1.2, -1, -1, -5, -7, 98, -7, 0, 2, 0
37	Cc1cc(S(=O)(=O)N2CCCC2)ccc1OCC(=O)NCc1ccco1
 : -3.5, 2, -5, 7, 16, nt, 0, -2, -1, 0
38	CCNC(=O)CC1C(=O)N(c2cccc(OC)c2)C(=O)N1CCOC (configuration not stated)
 : 0.7, 8, -3, 8, -3, nt, 6, 1, -2, 13
39	COc1cccc(-c2cc(C(=O)N3CCN(S(=O)(=O)c4ccc(Br)cc4)CC3)[nH]n2)c1
 : 1.9, 3, -3, 14, -10, 93, 4, 0, -1, 28
40	CSC1=N/C(=C\c2cccc(Cl)c2)C(=O)N1N(C)C
 : -2.0, 8, 2, 5, 10, nt, -6, -4, -3, -6
41	CCS(=O)(=O)N1CCN(C2Cc3ccccc3C2)CC1
 : -2.6, -6, -3, 9, 14, 98, 5, -3, -1, -6
42	COc1cc(OC)nc(Oc2ccccc2/C=N/O)n1
 : -0.5, 5, 0, 28, 2, 105, 13, -1, 3, 1
43	O=C(NCCCNc1ccc(C(F)(F)F)cc1[N+](=O)[O-])c1cc(F)c(F)cc1Cl
 : 2.1, 0, 5, -19, -12, 114, -13, -2, 4, -7
44	CCCC(=O)N=c1sc2c(OC)ccc(OC)c2n1C
 : -3.1, -4, 3, -15, 16, 84, -7, 2, 3, 15
45	O=C(c1ccc(F)cc1F)N1CCCC(c2nc(-c3ccc(F)cc3)no2)C1 (configuration not stated)
 : -1.3, -7, 3, -9, 6, 105, -6, -5, 0, 11
46	C[C@H](NC(=O)c1ccccc1Cl)C(=O)OCC(=O)NNC(=O)c1cccs1
 : -0.5, 4, -1, 2, 3, 95, 1, -2, -2, 32
47	COc1ccc(CCNC(=O)CCS(=O)(=O)c2ccc3c(c2)NC(=O)C(C)S3)cc1OC (configuration not stated)
 : -1.2, 8, 0, 0, 6, nt, -8, 0, 3, -20
48	O=C(CSCC(=O)Nc1ccc2ccccc2c1)NCc1ccccc1
 : -1.2, -13, 1, -4, 7, nt, -11, -2, 2, -13
49	CC(C)(C)c1nc(NCC2CCCO2)c2nnn(Cc3ccccc3)c2n1 (configuration not stated)
 : 3.9, -6, 7, 13, -22, 101, 9, -2, 0, 5
50	CCNc1nc(NC(C)C)nc(OCC)n1
 : -0.9, -7, -1, 1, 5, 109, -5, 1, 0, -2
51	CCC(=O)Nc1ccc(NC(=O)c2ccccc2)nc1
 : -1.0, 3, -2, 5, 7, 83, -7, -2, 2, 6
52	Cc1cc(C)cc(C(=O)NCC(=O)OCc2nc(N)nc(Nc3ccccc3C)n2)c1
 : -0.9, -4, -4, 10, 3, 87, -4, 1, -2, -3
53	Nc1nc(Nc2ccccc2)nc(NC2CCCCC2)c1[N+](=O)[O-]
 : 13, -10, 4, -15, -67, 96, -8, -4, -1, 40
54	Cc1cccc(CSc2nnc([C@@H]3CCCN3)o2)c1
 : -2.8, 4, 2, 16, 14, nt, -5, 0, -4, 9
55	N#Cc1ccccc1NC(=O)CNc1ccccc1N1CCCCC1
 : 5.6, -7, -9, 24, -28, 95, -4, -9, 1, 10
56	COc1ccc(C(=O)Nc2cnccn2)cc1[N+](=O)[O-]
 : -3.4, 1, -1, -3, 18, 101, -2, 0, -3, 23
57	CCOc1ccc(OCCCC(=O)Nc2nc3ccccc3[nH]2)cc1
 : -3.4, 4, -4, 11, 16, 96, 12, 1, 2, -15
58	COc1ccc(NC(=O)CN(C)C(=O)c2ccc(C)s2)cc1
 : -0.1, -1, 0, -1, 1, 110, -4, -2, 2, -6
59	Cc1cc(C(=O)COc2cccc3cccnc23)c(C)n1C
 : 2.5, -11, 0, -25, -14, 107, -8, -21, -1, -1
60	CC(C)C(NC(=O)CCNC(=O)c1ccc(C(C)(C)C)cc1)c1nc2ccccc2[nH]1 (configuration not stated)
 : -0.4, -8, 0, 17, 1, 97, -14, 3, -1, -10
61	COCCn1c(Sc2ccc(C)cc2)nc2c1c(=O)[nH]c(=O)n2C
 : -1.0, 1, 0, -5, 6, nt, -4, 0, 4, 10
62	N#Cc1ccc(C(=O)NCC(c2ccco2)N2CCCCC2)cc1 (configuration not stated)
 : -1.7, 2, -7, 16, 8, 106, -1, 2, 0, -12
